# Source: PubChem
# MT1-MMP act inh: blocks activation of human MT1-MMP; HT1080 RFP-PRO-GFP cells, GFP/RFP ratio fluorescence, overnight; percent of plate control window, DMSO zero; GFP/RFP ratio change, % at 20 µM; 0.061% of 360,000 active; AID 651647;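 active = GFP/RFP ratio change of at least 30% with cell ATP level not reduced by more than half and red fluorescence within 50% of control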; note: strong numbers were not always called active
#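 system = RFP-PRO-GFP reporter HT1080 cells | dosing = 20 µM single dose, 1% DMSO | timing = overnight cell settling, then overnight compound exposure, 37 °C, 5% CO2 | read-out basis = GFP/RFP fluorescence ratio | controls = DMSO and RFP-L50D-GFP cell wells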
# eLon inh: inhibitors of E. coli Lon protease. P0A9M0. purified E. coli Lon protease, fluorescence polarization. inhibition, % at 7.94 µM. 0.42% of 360,000 active. AID 602123; in the data active = inhibition above about 13%, passing the limit was not always enough;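 note: 0% = enzyme with probe and DMSO and 100% = no enzyme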
# Target sequence (P0A9M0 whole entry, looked up): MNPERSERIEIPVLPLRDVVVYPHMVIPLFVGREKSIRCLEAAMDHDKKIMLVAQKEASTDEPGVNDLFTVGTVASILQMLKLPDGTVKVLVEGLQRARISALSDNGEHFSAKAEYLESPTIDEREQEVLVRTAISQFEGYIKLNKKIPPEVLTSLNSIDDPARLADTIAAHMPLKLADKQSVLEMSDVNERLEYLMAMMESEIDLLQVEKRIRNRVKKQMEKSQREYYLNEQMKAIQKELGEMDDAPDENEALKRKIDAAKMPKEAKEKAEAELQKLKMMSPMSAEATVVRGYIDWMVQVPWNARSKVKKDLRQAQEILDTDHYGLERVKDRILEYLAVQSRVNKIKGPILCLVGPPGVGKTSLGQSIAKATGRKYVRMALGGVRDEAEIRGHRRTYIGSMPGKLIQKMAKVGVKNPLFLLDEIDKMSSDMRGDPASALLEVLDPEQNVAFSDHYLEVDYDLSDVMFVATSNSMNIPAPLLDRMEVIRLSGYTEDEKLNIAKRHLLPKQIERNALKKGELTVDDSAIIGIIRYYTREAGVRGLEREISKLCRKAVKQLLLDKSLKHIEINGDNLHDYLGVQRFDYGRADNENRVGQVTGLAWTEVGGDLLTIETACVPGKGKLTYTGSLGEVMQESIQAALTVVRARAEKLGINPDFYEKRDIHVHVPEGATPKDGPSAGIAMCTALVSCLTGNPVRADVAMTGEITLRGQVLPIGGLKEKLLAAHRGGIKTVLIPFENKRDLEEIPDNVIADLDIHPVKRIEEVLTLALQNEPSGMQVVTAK
# Rin1 Abl inh: inhibitors of human Rin1-Abl protein interaction. TR-FRET Rin1/Abl binding, biochemical. P00519+Q13671. 0.4% of 360,000 active. inhibition, % at 7.35 µM; in the data active = inhibition above about 5%, passing the limit was not always enough
# MsrA inh: bovine MsrA inhibition; inhibition, % at 15.5 µM; purified bovine MsrA, absorbance read-out; 0.75% of 360,000 active; in the data active = inhibition above about 4.5%;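 note: 0% = vehicle wells with enzyme and 100% = reference inhibitor wells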
# bovine MsrA act: bovine methionine sulfoxide reductase A activation | purified bovine MsrA, absorbance read-out | activation, % at 10.6 µM | 0.3% of 360,000 active | AID 602163; in the data active = activation above about 7.5%;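 note: 0% = vehicle and 100% = reference activator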
# Neddyl block: cullin neddylation inhibition | P61081+Q13564 | TR-FRET cullin neddylation, biochemical | calls only at 25 µM | 0.58% of 360,000 active | AID 651699; in the data active = inhibition above about 36%
# CendR NRP1 mod: modulators of CendR peptide binding to human neuropilin-1; O14786; FAM-RPARPAR peptide binding to NRP-1, fluorescence polarization; inhibition, % at 25 µM; 0.85% of 360,000 active; AID 602438;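 active = inhibition or corrected inhibition above about 18%, plus a signal ratio from 0.5 to 1.5, limit read from the data, passing the limit was not always enough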; note: strong numbers were not always called active
# SKN-1 block: inhibitors of C. elegans SKN-1; C. elegans VP596 Pgst-4::GFP/RFP ratio, acrylamide-induced, 24 h; inhibition, % at 21.8 µM; 0.49% of 360,000 active; AID 624304;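 active = interference check ratio from 0.5 to 1.5 plus GFP to RFP signal ratio inhibition reaching or exceeding a fixed threshold, cut at about 30% in these data, passing the limit was not always enough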; note: some compounds called inactive have numbers as strong as hits
# FAS TE block: inhibitors of human fatty acid synthase thioesterase domain; recombinant FAS-TE, OMFH fluorogenic substrate, fluorescence endpoint; inhibition, % at 15 µM; 0.67% of 360,000 active;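 active = compounds whose normalised, plate-corrected inhibition of enzyme fluorescence in the single-dose primary screen is 50% or more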;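 note: 0% = DMSO with enzyme and 100% = substrate without enzyme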
# * hit, by the source's call; i = inactive; · = no result given.
SMILES,MT1-MMP act inh,eLon inh,Rin1 Abl inh,MsrA inh,bovine MsrA act,Neddyl block,CendR NRP1 mod,SKN-1 block,FAS TE block
COc1ccc(N2CC(C(=O)OCC(=O)c3ccccc3)CC2=O)cc1 (stereo not drawn),1.1,-1.1,0.6,1.3,-1.3,i,6.0,-10.1,-4.5
Cc1cc(NC(=O)CSc2nnc(C)n2C)no1,1.3,-14.2,1.0,0.5,-0.6,i,1.1,9.8,-4.6
N#CC1(c2ccccc2)CCCN1C(=O)c1ccc(Br)cc1 (stereo not drawn),0.7,-1.3,-1.7,1.0,-1.6,i,-8.1,-3.3,1.7
CCOC(=O)C1(Cc2cccc(Cl)c2)CCCN(C(=O)c2cnn(CC)c2)C1 (stereo not drawn),-0.4,-5.4,3.6,1.0,-6.0,i,-7.3,-0.2,-5.3
CCCCC(=O)Nc1ccc(C)c(O)c1,8.0,-4.8,-2.6,0.8,-2.5,i,6.7,8.8,-5.7
Cc1c(Cl)c([N+](=O)[O-])nn1Cc1ccc(C(=O)N/N=C\c2cc(Cl)ccc2O)o1,0.5,-3.8,-2.1,0.3,-4.0,i,-16.8,-5.0,36.1
COc1ccc(N(CC(=O)Nc2cc(Cl)ccc2OC)S(=O)(=O)c2c(C)[nH]c(=O)[nH]c2=O)cc1,-4.0,-4.8,-1.7,-0.9,-5.0,i,2.7,-7.2,4.0
Cc1ccc(S(=O)(=O)/N=C(\CCl)N2CCOCC2)cc1,-5.4,-5.5,-1.3,-1.1,-10.2,i,-1.3,-9.7,-6.8
COc1ccc(C)cc1S(=O)(=O)NNc1nc(C)cc(C)n1,-0.3,11.6,3.0,-0.3,-4.0,i,10.1,-6.9,-10.4
Cc1nn(-c2ccc(N3CCCCC3)nn2)c(C)c1CCC(=O)Nc1ccccc1F,1.1,1.3,-4.4,-0.7,0.6,i,-1.3,16.7,1.6
CCOC(=O)C1CCCN(C(=O)c2ccc3nc(-c4ccc(OC)c(OC)c4)c(-c4ccc(OC)c(OC)c4)nc3c2)C1 (stereo not drawn),-0.5,-10.5,-0.9,-0.3,-1.9,i,-1.7,-5.7,13.2
CC(=O)Cn1cnc2c(cnn2-c2ccc(C)c(C)c2)c1=O,4.5,2.6,0.8,0.0,-1.6,i,1.3,4.3,-2.4
CC(=O)N1CC2(CC(c3ccccc3C(F)(F)F)=NO2)CN1c1ccc(Cl)cc1 (stereo not drawn),-0.3,6.6,-1.4,-1.2,0.3,i,-5.3,9.8,13.6
COc1cccc(-c2nc(-c3ccccn3)no2)c1OC,-7.5,4.2,-2.5,1.5,-6.8,i,-10.5,12.9,-8.5
Oc1csc(Cc2nc(-c3ccc(Br)cc3)cs2)n1,-6.7,-1.6,4.2,1.0,-3.1,i,-10.5,3.6,1.9
Cc1cc2oc(C(=O)NCc3ccccc3)cc(=O)c2cc1C,0.0,7.8,1.2,0.4,-10.4,i,1.3,10.3,15.8
Cc1nc(C)c(-c2csc(Nc3ccc(C(=O)O)c(O)c3)n2)s1,1.7,-7.3,0.8,1.6,-7.4,i,-4.7,-4.6,-4.3
Cn1c(=O)c2c(nc(N3CCCCCC3)n2CC(O)COc2ccc(Cl)cc2)n(C)c1=O (stereo not drawn),-7.8,-3.9,-0.4,0.6,-0.2,i,1.7,-6.7,-0.6
CCCNC(=O)NC(=O)COc1c(F)c(F)cc(F)c1F,-4.2,-13.0,1.4,0.4,-7.4,i,3.8,4.0,-2.5
Cc1cccc(C)c1NC(=O)c1c(O)c2ccccc2[nH]c1=O,-4.4,-6.0,-2.8,0.1,-1.2,i,1.1,-8.2,4.6
COc1c(/C=N/Nc2ccc([N+](=O)[O-])cc2[N+](=O)[O-])c(C)nn1-c1ccccc1,10.1,-5.7,-2.1,0.1,-4.0,i,16.2,1.9,12.4
COc1ccc(C2CC(=O)C3=C(C2)Nc2ncnn2C3c2ccccc2)cc1 (stereo not drawn),-4.9,-3.4,-2.5,1.2,-4.2,i,5.5,-16.3,-5.6
CN(C(=O)c1ccccc1Cl)c1ccccc1C(=O)NCCc1ccccc1,0.6,5.7,3.2,1.1,-2.5,i,17.6,-1.2,-2.8
C[C@H]1CN([C@@H](C)CO)C(=O)CCCn2nncc2CO[C@H]1CN(C)C(=O)Cc1ccccc1,3.7,-4.0,-2.9,-0.8,-2.1,i,9.0,-8.1,-7.3
COCc1c(C(=O)OCC(=O)c2c(N)n(CC(C)C)c(=O)n(C)c2=O)oc2ccccc12,0.7,5.5,-0.6,-0.3,-0.1,i,10.2,20.4,8.8

# For convenience, 5 of the compounds above:
SMILES,MT1-MMP act inh,eLon inh,Rin1 Abl inh,MsrA inh,bovine MsrA act,Neddyl block,CendR NRP1 mod,SKN-1 block,FAS TE block
COc1c(/C=N/Nc2ccc([N+](=O)[O-])cc2[N+](=O)[O-])c(C)nn1-c1ccccc1,10.1,-5.7,-2.1,0.1,-4.0,i,16.2,1.9,12.4
COc1ccc(C2CC(=O)C3=C(C2)Nc2ncnn2C3c2ccccc2)cc1 (stereo not drawn),-4.9,-3.4,-2.5,1.2,-4.2,i,5.5,-16.3,-5.6
CN(C(=O)c1ccccc1Cl)c1ccccc1C(=O)NCCc1ccccc1,0.6,5.7,3.2,1.1,-2.5,i,17.6,-1.2,-2.8
C[C@H]1CN([C@@H](C)CO)C(=O)CCCn2nncc2CO[C@H]1CN(C)C(=O)Cc1ccccc1,3.7,-4.0,-2.9,-0.8,-2.1,i,9.0,-8.1,-7.3
COCc1c(C(=O)OCC(=O)c2c(N)n(CC(C)C)c(=O)n(C)c2=O)oc2ccccc12,0.7,5.5,-0.6,-0.3,-0.1,i,10.2,20.4,8.8

# Next structures
SMILES,MT1-MMP act inh,eLon inh,Rin1 Abl inh,MsrA inh,bovine MsrA act,Neddyl block,CendR NRP1 mod,SKN-1 block,FAS TE block
COc1ccc(-n2nc3c(c2NC(=O)COc2ccccc2)CS(=O)C3)cc1 (stereo not drawn),-0.8,6.8,-0.2,-0.9,-4.7,i,4.6,-21.4,-9.2
COc1cc(-c2n[nH]c(=O)o2)cc(OC)c1OC,·,3.0,-1.0,-0.2,-13.3,i,-2.4,-23.1,-3.3
CCOC(=O)c1nn(-c2ccc(C)c(C)c2)c(=O)c2c(N)scc12,12.2,1.0,-4.8,0.2,-0.3,i,-9.9,18.1,-2.8
O=C(CS(=O)(=O)c1ccc(F)cc1)Nc1nccs1,-2.6,-3.5,2.6,-0.2,-2.3,i,1.3,9.4,-9.4
COc1ccc(CCNC(=O)Cn2ccc3c(OC)cccc3c2=O)cc1OC,4.1,3.6,-2.3,1.3,-1.1,i,-8.7,10.2,-3.7
CCOc1ccc(=O)n(-c2ccccc2)n1,-3.9,-7.0,0.3,-1.4,-4.3,i,7.7,-16.4,-8.4
CCOC(=O)c1c(C)[nH]c(C(=O)NNC(=O)c2ccc(C(C)(C)C)cc2)c1C,2.7,12.5,-0.3,0.5,-1.5,i,7.4,16.3,-9.5
COc1ccc(-c2csc(NC(C)=O)n2)cc1OC,7.4,8.2,-0.8,-0.7,-2.9,i,-10.8,-12.3,-4.9
Cc1ccccc1C(=O)NCCN=C1NS(=O)(=O)c2ccccc21,-0.6,-14.1,-0.5,-0.8,-0.1,i,-7.1,-8.9,-4.2
Cc1cc(C)cc(OCC(=O)O/N=C(\N)c2cccnc2)c1,2.2,4.5,1.3,1.4,-0.5,i,8.6,9.3,4.2
O=C(CSc1nc2ncccc2[nH]1)Nc1ccccc1-c1ccccc1,-2.8,-4.4,-0.9,-0.3,-4.7,i,2.4,-4.7,-3.5
COc1ccccc1CC(=O)N1CCN(S(=O)(=O)c2cccs2)CC1,-1.2,-5.7,3.4,0.4,-1.5,i,3.3,6.2,-0.5
CC(=O)/C(=N/Nc1ccccc1Cl)Sc1nnc(C(O)c2ccccc2)n1-c1ccccc1 (stereo not drawn),-9.0,-1.9,-1.8,-0.9,-5.1,i,-3.9,-2.3,-9.4
CCN(CC)CCNC(=O)c1c(C)n(-c2ccccc2)c2cc(Br)c(OC)cc12,-7.3,-3.0,1.4,-0.2,-6.2,i,0.9,-0.8,-6.8
S=C(NC1CCCCC1)N(CCc1ccccc1)CCc1ccccc1,-3.6,-6.0,-3.8,1.5,-2.5,i,9.6,9.9,40.2
O=C1SCC(c2ccc(Cl)cc2Cl)=NN1Cc1nnc(-c2ccccc2)o1,-4.1,0.1,0.1,1.3,-1.7,i,-17.5,6.6,25.4
Cc1nccn1CC(=O)N/N=C/c1cccs1,3.3,-4.3,-2.5,1.8,3.3,i,5.7,-5.2,-5.9
CC(C)NC(=O)C(c1ccc(F)cc1)N(Cc1ccco1)C(=O)CCC(=O)Nc1ccccn1 (stereo not drawn),-1.9,-0.8,-0.3,-0.5,-1.1,i,16.7,-16.5,-2.3
Cc1ccc(SCC(=O)OCC(=O)N(CC(C)C)c2c(N)n(Cc3ccccc3)c(=O)[nH]c2=O)c(C)c1,4.0,4.0,-0.4,-0.6,-1.7,i,-2.8,10.5,-11.7
COC(=O)c1ccc(NC(=O)Cn2c(-c3nonc3N)nc3ccccc32)cc1,3.2,-3.1,-1.2,2.5,-4.5,i,-11.3,-5.0,-6.1
CC1=CC(C)(C)NC(=S)N1c1cccc(Cl)c1,6.7,-3.8,5.6,0.0,-4.0,i,8.4,20.0,-4.0
Cc1cccc(NC(=O)CCC2CCN(C(=O)C3CC=CCC3)CC2)c1 (stereo not drawn),2.4,-1.1,-0.9,1.5,-5.8,i,8.4,7.3,-1.7
O=C(NCc1ccccn1)c1cccc(S(=O)(=O)Nc2ccc(SC(F)F)cc2)c1,0.5,1.5,0.9,0.4,-2.3,i,8.0,14.4,2.0
COc1cccc(-c2cc(C(=O)Nc3cc(C)n(Cc4ccc(Cl)cc4)n3)no2)c1,-2.8,1.5,-3.0,1.0,-5.6,i,-4.4,-5.8,21.2
O=C(Nc1ccc(C(=O)NCC2CCN(Cc3ccccc3F)CC2)cc1)C1=CSCCO1,1.3,1.1,-2.7,2.0,-4.4,i,12.5,8.6,-3.8

# Additional compounds.
SMILES,MT1-MMP act inh,eLon inh,Rin1 Abl inh,MsrA inh,bovine MsrA act,Neddyl block,CendR NRP1 mod,SKN-1 block,FAS TE block
COc1ccc(NC(=S)NC2CCCCC2)c(OC)c1,-1.2,5.7,-0.2,-0.6,-3.0,i,1.4,22.0,-1.3
O=C(Cn1ncc2c1-c1ccccc1OC2)Nc1ccc(Cl)cn1,0.0,-10.4,-1.8,1.7,-1.0,i,-0.8,-20.9,2.7
CC(=O)Nc1ccc(S(=O)(=O)Nc2nc(-c3ccc(C(C)(C)C)cc3)cs2)cc1,0.6,-1.4,-2.9,-0.4,-4.6,i,-4.8,6.8,-3.6
Cc1ccc(N(C(=O)Nc2ccccc2)C2=NCCC2)cc1,-1.1,-6.0,0.4,0.5,0.0,i,-3.2,-3.6,23.8
CC(=O)NC(c1ccccc1)c1nc(-c2cccc(C#N)c2)cs1 (stereo not drawn),2.7,-2.2,-2.7,-0.7,-1.6,i,-3.6,3.4,13.4
O=C(Nc1ccnn1C1CCN(C(=O)c2ccc(F)c(Cl)c2)CC1)C1CC1,0.5,-1.8,-2.9,0.0,-1.7,i,8.8,9.5,-2.5
Cc1cc(OCCCC(=O)NC2=NCCS2)ccc1Cl,-0.1,-1.9,0.1,-1.2,-0.6,i,-12.2,1.3,-2.6
Cn1ncc2c1ncn1nc(CCc3ccccc3)nc21,4.5,-14.2,1.7,2.7,-3.2,i,1.5,4.8,-4.4
CCCc1cc(=O)[nH]c(SCCN2C(=O)c3ccccc3C2=O)n1,-2.2,-6.4,2.5,0.1,2.2,i,4.0,-0.5,-3.8
COc1ccc(OC)c(NC(=O)CC2C(=O)NCCN2C(=O)Nc2cccc(Cl)c2)c1 (stereo not drawn),2.9,-3.7,9.2*,-0.1,-1.1,i,8.6,10.2,2.2
